Compound activity deposited in PubChem by Broad Institute.
RAD54 inh – blocks human RAD54 Holliday junction branch migration; inhibition, % at 10.4 µM; FAM/BHQ fluorescence; AID 602329; Q92698; 360,000 compounds, 0.14% hits;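 active = mean normalized replicate activity at least 40 and at least half of replicates scoring 40 or more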;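 also: 0% = median of neutral control wells and 100% = median of positive control wells; inhibitors cause a drop in the FAM fluorescence signal; in these data hits start at about 50%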
E-sel inducer – E-selectin induction on HUVECs; activation, % at 7.58 µM; P16581; HUVEC E-selectin immunofluorescence imaging; normalized: neutral wells 0, TNF-alpha wells 100; 260,000 compounds, 0.37% hits;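 active = mean E-selectin-positive cell signal at least 10% of the positive control, reached in at least 60% of replicates, without over 20% cell loss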;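 also: in these data hits start at about 27%; measured in HUVEC primary endothelial cells; signal is the percent of cells scored E-selectin positive by PE staining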
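System: HUVEC / Compound: single concentration / Signal: immunofluorescence imaging / Read-out: percent E-selectin-positive cells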
RAD52 inh – inhibitors of human RAD52 DNA annealing. recombinant RAD52 DNA annealing, FRET fluorescence. 360,000 compounds, 0.46% hits. AID 651710. inhibition, % at 18.7 µM;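 active = every replicate showing at least 50% inhibition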
ERAP1 inh – blocks human ERAP1 aminopeptidase activity. Q9NZ08. recombinant ERAP1, Leu-AMC fluorescence, 60 min. inhibition, % at 10.7 µM. 340,000 compounds, 0.15% hits. AID 652197;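 active = mean replicate inhibition of at least 30%, or all replicates individually reaching that 30% level; inactive = mean below 30% and not every replicate reaching it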;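 also: 0% = neutral control wells and 100% = L-leucinethiol positive control wells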
Target sequence (Q9NZ08 whole entry, looked up): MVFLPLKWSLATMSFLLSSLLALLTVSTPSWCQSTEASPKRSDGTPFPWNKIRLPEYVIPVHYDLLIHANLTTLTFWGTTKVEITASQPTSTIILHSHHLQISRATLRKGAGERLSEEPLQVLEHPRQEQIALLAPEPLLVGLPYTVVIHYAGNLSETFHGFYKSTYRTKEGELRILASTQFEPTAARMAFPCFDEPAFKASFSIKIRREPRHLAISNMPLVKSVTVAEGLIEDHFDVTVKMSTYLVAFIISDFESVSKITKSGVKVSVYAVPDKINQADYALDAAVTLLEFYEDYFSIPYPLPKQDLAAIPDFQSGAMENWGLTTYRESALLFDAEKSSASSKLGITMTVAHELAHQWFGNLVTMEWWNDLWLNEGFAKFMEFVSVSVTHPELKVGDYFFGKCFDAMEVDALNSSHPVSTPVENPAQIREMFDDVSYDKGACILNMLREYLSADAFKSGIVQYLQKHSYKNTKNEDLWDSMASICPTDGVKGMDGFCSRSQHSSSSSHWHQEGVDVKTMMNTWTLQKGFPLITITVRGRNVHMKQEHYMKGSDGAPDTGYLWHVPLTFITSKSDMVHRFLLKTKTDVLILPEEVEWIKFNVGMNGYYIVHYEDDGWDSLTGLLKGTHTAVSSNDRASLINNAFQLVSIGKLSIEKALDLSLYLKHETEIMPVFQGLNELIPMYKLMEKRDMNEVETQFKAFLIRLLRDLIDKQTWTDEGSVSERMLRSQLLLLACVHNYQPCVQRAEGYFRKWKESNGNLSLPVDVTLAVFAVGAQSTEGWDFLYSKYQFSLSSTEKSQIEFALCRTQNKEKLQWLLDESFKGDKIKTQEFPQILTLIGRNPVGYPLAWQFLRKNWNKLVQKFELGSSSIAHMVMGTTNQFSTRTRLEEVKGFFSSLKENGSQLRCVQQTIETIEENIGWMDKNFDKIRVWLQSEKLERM
Cneo AK release – Cryptococcus neoformans lysis via adenylate kinase release | C. neoformans lysis, adenylate kinase release luminescence, 4 h; normalised: neutral wells 0, clomiphene wells 100 | lysis activity, % at 15 µM | 360,000 compounds, 0.2% hits;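 active = mean lysis activity across replicates of at least 80%, whatever share of replicates individually reach that level; inactive = mean lysis activity below 80%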
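read-out = cell lysis signal | test system = log-phase Cryptococcus neoformans yeast cells | input = cells at 5 × 10^6 per mL | medium = fresh YPD growth medium | signal = luminescent adenylate kinase detection reagent | timing = 4 h at 37 °C static, read 1 h later | dosing = single dose | controls = Clomiphene as positive lysis control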
PglD DTNB – blocks C. jejuni PglD acetyltransferase activity | purified PglD enzyme, DTNB colorimetric CoA detection | inhibition, % at 12.5 µM | 360,000 compounds, 0.098% hits; in the data active = inhibition above about 16%, passing the limit was not always enough; also: strong numbers were not always called active
PGC1a acetyl inh – PGC1a acetylation modulation, inhibitor mode; U2OS PGC1a acetylation, AlphaScreen anti-acetyl-lysine; with virally co-expressed GCN5 acetyltransferase; inhibition, % at 15.6 µM; 350,000 compounds, 0.17% hits; AID 651687;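 active = every replicate shows inhibition of at least 40%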;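 also: 0% = neutral control wells and 100% = positive control wells; some results beyond the cut were filed as inactive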
miR-122 sensor – miR-122 inhibition in Huh7 cells; AID 602342; activation (reporter increase), % at 12.5 µM; Huh7 miR-122 Renilla luciferase sensor, 48 h; neutral wells = 0, positive control = 100; 340,000 compounds, 0.3% hits;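 active = mean replicate activation score at least 90 and every replicate individually at or above 90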;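 also: higher luciferase means less miR-122 activity so hits act as miR-122 inhibitors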
The depositor's hits bear a star; nt = not tested or not shown; & = joins results of further samples; [ ] = another dose, or the depositor's remark.

SMILES	RAD54 inh	E-sel inducer	RAD52 inh	ERAP1 inh	Cneo AK release	PglD DTNB	PGC1a acetyl inh	miR-122 sensor
COc1ccccc1CNC(=O)c1cc(S(=O)(=O)N2CCN(c3ccccc3)CC2)ccc1Cl	-8.4	nt	-10.7	1.4	4.8	6.8	-4.7	13.9
COc1ccc(CN(C)C[C@H]2Oc3ccc(NC(=O)Nc4ccc(C(F)(F)F)cc4)cc3CC(=O)N([C@@H](C)CO)C[C@H]2C)cc1	4.3	3.4	-23.7	1.4	-2.0	-1.1	13.4	-6.9[16.7 µM]
CCOC(=O)[C@H]1[C@H]2COc3cc(OC)ccc3[C@@H]2N2C(=O)CN(Cc3ccc(Cl)cc3)C(=O)[C@@]12C	17.5	nt	-19.1	1.3	-1.7	4.2	nt	10.9
O=C(Nc1ccc(Cl)cn1)C1CCCN(c2ncnc3c2nc2n3CCCCC2)C1 (stereo not given)	-10.2	nt	-3.4	-0.3	-0.4	3.5	-2.5	-4.2
COCC(=O)Nc1ccc2c(c1)OC[C@H](C)NC[C@@H](C)[C@@H](OC)CN(C)C2=O	1.7	-0.2	13.4	-1.5	1.0	-1.7	nt	0.6[16.7 µM]
CC(=O)c1cccc(NC(=O)Cn2nc(-c3ccc(Cl)cc3)ccc2=O)c1	nt	nt	0.0	-1.8	nt	nt	-12.9	0.8
CCCNC(=O)c1n[nH]c(=O)c2ccccc12	9.7	nt	nt	nt	1.4	-3.9	-2.1	-1.0
COc1ccc(CCN(C)C2CCCN(C(=O)CCC(F)(F)F)C2)cc1OC (stereo not given)	-6.6	0.3	-8.8	-4.7	-0.6	-1.5	nt	nt
Cc1ccccc1-n1c(N)c(C(=O)Nc2ccc(F)cc2)sc1=S	6.6	2.2	-5.5	-4.4	2.0	-4.6	5.3	nt
COC(=O)c1[nH]c2ccc(Cl)cc2c1NC(=O)CN1CCc2cc(OC)c(OC)cc2C1	-4.9	nt	nt	nt	3.8	1.6	-4.3	39.2
COc1ccc(NC(=O)Nc2ccc3c(c2)CC(=O)N([C@@H](C)CO)C[C@@H](C)[C@H](CN(C)Cc2ccc(Oc4ccccc4)cc2)O3)cc1	-6.3	-0.1	45.2	0.6	44.1	-1.2	-5.5	5.2[16.7 µM]
C#CCNC(=O)C1=C[C@@H](c2ccc(C(F)(F)F)cc2)C[C@@H](OCCCCO)O1	-12.3	0.1	-54.0&-17.9	-3.6&0.3	-1.5&-4.1	0.7	-11.7&3.0	1.9
CCn1c(CC(=O)Nc2ccccc2)nnc1SCC(=O)NC1=NCCS1	10.5	-0.1	-15.5	4.9	-2.9	11.7	nt	nt
Cc1ccc(S(=O)(=O)N2CCN(C)CC2)c(C)c1N(C)S(=O)(=O)c1ccc(Cl)cc1	10.7	nt	nt	nt	3.7	-3.3	-15.8	10.9
CC1(C)C(=O)OC(c2cccs2)C2(CCCCC2)C1=O (stereo not given)	-3.1	nt	nt	nt	-0.6	5.3	-44.6	-1.6
CNC(=O)CN(CCc1ccccc1)S(=O)(=O)c1ccc(OC)cc1	-2.7	0.7	-10.1	1.7	2.6	-0.8	-4.7	3.3
Cn1nnnc1SCc1ccc(F)cc1	8.8	nt	nt	nt	2.2	0.9	2.4	-2.7
C/C(N)=C(/C#N)C(=O)CSc1nc2ccccc2c(=O)n1-c1ccc(C)c(Cl)c1	7.4	-1.1	nt	nt	-1.3	-2.5	nt	nt
CC=Cc1ccc2n(c1=O)C[C@@H]1[C@@H](CO)[C@H](C(=O)NCC3CC3)[C@H]2N1Cc1ccncc1 (mixture of isomers)	9.7	-0.4	4.9	2.7	51.1	1.3	nt	nt
CCOC(=O)C1C(c2cccc(Cl)c2Cl)NC(=O)NC1(O)C(F)(F)F (stereo not given)	4.3	5.2	nt	nt	2.7	0.0	nt	1.7

A run of entries from further up, as a working copy:
SMILES	RAD54 inh	E-sel inducer	RAD52 inh	ERAP1 inh	Cneo AK release	PglD DTNB	PGC1a acetyl inh	miR-122 sensor
COc1ccccc1CNC(=O)c1cc(S(=O)(=O)N2CCN(c3ccccc3)CC2)ccc1Cl	-8.4	nt	-10.7	1.4	4.8	6.8	-4.7	13.9
COc1ccc(CN(C)C[C@H]2Oc3ccc(NC(=O)Nc4ccc(C(F)(F)F)cc4)cc3CC(=O)N([C@@H](C)CO)C[C@H]2C)cc1	4.3	3.4	-23.7	1.4	-2.0	-1.1	13.4	-6.9[16.7 µM]
CCOC(=O)[C@H]1[C@H]2COc3cc(OC)ccc3[C@@H]2N2C(=O)CN(Cc3ccc(Cl)cc3)C(=O)[C@@]12C	17.5	nt	-19.1	1.3	-1.7	4.2	nt	10.9

Other entries follow.
SMILES	RAD54 inh	E-sel inducer	RAD52 inh	ERAP1 inh	Cneo AK release	PglD DTNB	PGC1a acetyl inh	miR-122 sensor
Cc1cc(C)n2c(SCC(=O)Nc3cccc(S(N)(=O)=O)c3)nnc2n1	6.2	-0.1	-11.9	-2.2	0.1	0.7	-0.4	-3.9
CCC(C)C(N)C(=O)NC(CCC(=O)OCc1ccccc1)C(N)=O (stereo not given)	13.7	nt	-7.0	-0.8	1.8	2.7	nt	nt
Cc1ccc(NC(=O)CCC(=O)OCC(F)(F)C(F)F)cc1	-4.9	nt	nt	nt	3.6	5.1	6.9	-2.3
CC(C)NC(=O)N(C)C[C@H]1OCCCC[C@H](C)Oc2ccc(NC(=O)c3ccncc3)cc2C(=O)N([C@H](C)CO)C[C@@H]1C	-5.7	0.1	2.4	-2.3	-2.0	-0.5	2.2	-3.6[16.7 µM]
C[C@H]1CN([C@@H](C)CO)C(=O)c2cc(C3=CCCC3)cnc2O[C@@H]1CN(C)C(=O)c1ccccc1	-3.1	0.1	3.0	1.7	-3.3	0.8	-3.2	-0.5[16.7 µM]
Cc1cc(C)n(-c2ccc(NC(=O)C3CCN(Cc4ccc(C)o4)CC3)cc2)n1	-4.5	nt	0.4	-2.5	2.1	-0.8	-0.9	-2.0
O=C(/C=C/CCc1ccc2c(c1)OCO2)N1CCCCC1	-5.8	nt	-7.2	0.9	-1.9	2.0	3.0	-11.6
CCCOC(=O)C1=C(C)NC(=O)NC1c1cc2c(cc1Br)OCO2 (stereo not given)	-2.9	0.0	3.5	3.3	-2.7	4.3	17.9	-8.4
CCC(C)NS(=O)(=O)c1ccc(NC(=O)Cc2ccc(OC)cc2)cc1 (stereo not given)	-14.4	-1.2	-38.5	-2.3	-0.1	3.7	nt	nt
O=C(CNC(=O)c1cccs1)Nc1ncccc1O	-2.5	-0.1	-4.0	-3.3	-1.4	2.5	nt	nt
O=C(CN1CCOCC1)N1CCCCN2[C@H](C1)[C@H](c1ccc(/C=C/c3ccccc3)cc1)[C@@H]2CO	6.6	0.3	9.2	7.1	56.5	6.1	3.2	7.8[16.7 µM]
Oc1ccc(C2=CSC3=NCCN23)cc1O	14.0	-0.1	-8.6	-5.5	-0.2	1.9	7.5	-1.5
CNC[C@@H]1OCc2cn(nn2)CCCC(=O)N([C@@H](C)CO)C[C@H]1C	3.2	-0.1	-1.9	-2.6	0.3	0.9	3.2	-1.3[16.7 µM]
COc1cccc(C(=O)NNC(=O)c2cccc(F)c2)c1	-4.6	nt	-29.9	1.8	0.2	-3.1	nt	-5.6
O=C(C[C@H]1CC[C@@H]2[C@H](COC[C@@H](O)CN2Cc2cccc(Cl)c2)O1)NCC1CCCCC1	-1.9	-0.1	nt	nt	-3.5	0.4	-8.9	-8.1[16.7 µM]
COc1ccc(C(c2nnnn2C2CCCCC2)N2CCN(c3ccc(OC)cc3)CC2)cc1 (stereo not given)	-0.2	nt	nt	nt	0.6	3.6	-9.8	3.9
COc1ccc(NC(=O)CN2c3cccc4cccc(c34)S2(=O)=O)cc1OC	8.4	-0.2	-20.0	4.4	-1.2	4.6	-3.4	0.3
CCOC(=O)C1C(C(C)=O)=C(c2ccccc2)c2ccccc2N1S(=O)(=O)C(F)(F)F (stereo not given)	9.0	nt	-13.6	nt	-1.3	-2.5	-1.9	-1.6
C=CCn1c(SCC(=O)Nc2ccc(NC(=O)c3ccco3)c(OC)c2)nnc1-c1ccncc1	8.6	nt	nt	nt	-2.1	-1.3	2.9	-28.6
O=C(COc1ccc(Cl)cc1)NCc1nnc(SCC(=O)NCc2ccc3c(c2)OCO3)o1	-5.8	nt	nt	nt	0.3	0.5	3.2	-6.1
Cc1cccc2cc(CN(CCc3ccccc3)C(=O)N3CCOCC3)c3nnnn3c12	9.3	-0.9	nt	nt	0.1	-0.6	13.6	-5.8
Cn1cnc([N+](=O)[O-])c1S(=O)(=O)Nc1ccccc1	3.4	-0.2	-2.7	-4.5	-0.1	-1.9	19.5	-3.4
O=C(COC(=O)c1cnc(Cl)c(Cl)c1)Nc1cccc(S(=O)(=O)N2CCOCC2)c1	1.5	0.0	-43.2	0.6	0.2	1.9	16.3	-1.6
O=C(CSCCO)Nc1cc(C(F)(F)F)ccc1Cl	1.2	nt	-12.9	-2.9	-1.0	2.2	8.5	-5.2
O=C(c1cccc(F)c1)N1CCCCN2[C@H](CO)[C@H](c3ccc(C#CC4(O)CCCC4)cc3)[C@H]2C1	4.2	-0.2	3.5	1.4	3.8	1.2	1.8	-8.4[16.7 µM]
C[C@@H]1CN([C@H](C)CO)C(=O)c2cc(-c3ccc(C(=O)N(C)C)cc3)cnc2O[C@H]1CN(C)C	-1.2	1.0	1.5	2.4	4.0	-0.8	3.0	15.7[16.7 µM]
CCOCCOC(=O)c1[nH]c2c(c1C)C(=O)CC(c1ccccc1)C2 (stereo not given)	16.8	1.2	1.0	-0.9	0.1	-0.9	-6.7	86.3
CCc1ccccc1Nc1nc2ccccc2n1CC	-3.5	nt	-13.1	-0.4	-3.2	-0.8	19.5	-1.9
Cc1cc(=O)[nH]c(SCC(=O)Nc2ccc3c(c2)OCCO3)n1	nt	nt	-1.7	-5.8	nt	nt	6.8	1.9
CCCNC(=O)N1CC2(CCN(C(=O)CN(C)C)CC2)c2c(n(C)c3cc(OC)ccc23)[C@H]1CO	nt	0.6	1.9	-0.7	nt	nt	5.7	nt
N#Cc1ccc(S(=O)(=O)NC2CCCCNC2=O)cc1 (stereo not given)	-5.4	2.0	-6.6	1.3	1.2	-4.3	1.8	-0.8
CCCNC(=O)N1CC(=O)N2[C@H](C1)[C@H](c1ccc(-c3cccc(C)c3)cc1)[C@@H]2CO	nt	-0.4	5.9	3.3	nt	nt	0.9	nt
CCc1nc2c(OCC3COc4ccccc4O3)cccn2c1N(C)C(=O)c1ccc(OC)cc1 (stereo not given)	-8.1	-0.1	-73.5	-1.0	-0.7	1.4	nt	4.7
CC12CCC(C(=O)OC3CCCCC3)(OC1=O)C2(C)C (stereo not given)	3.0	0.1	-5.1	-2.0	-1.2	0.5	4.6	5.3
CSCC(C)N1CCC(n2nccc2NC(=O)c2ccccc2C)CC1 (stereo not given)	-3.9	0.1	-103.3	-3.8	-0.4	-1.6	nt	nt
O=C(NCCc1ccccc1)C1CCN(S(=O)(=O)N2CCOCC2)CC1	-0.5	nt	-1.5	-2.3	2.1	-1.9	-0.3	-6.0
Cc1nn(C)cc1NC(=O)C[C@@H]1CC[C@H]2[C@H](COc3ccc(NC(=O)C4CCOCC4)cc3C(=O)N2C)O1	2.9	-0.1	4.4	0.1	-0.4	1.2	nt	nt
CCOC(=O)c1ccc(-c2c(-c3ccccc3OC)sc3cc4c(cc23)OCO4)cc1F	6.2	0.0	-11.9	-2.2	0.7	9.4	-3.6	13.6
O=C(c1ccc([N+](=O)[O-])cc1)N1CCc2ccccc2C1	nt	0.4	-9.1	1.1	nt	nt	0.2	-18.2
COc1ccc(OCC(=O)Nc2c3c(nn2-c2ccccc2)CS(=O)(=O)C3)cc1	-6.7	-0.2	-3.8	-2.4	-1.4	5.1	nt	nt
COC(=O)c1ccc2c(=O)n(CCCCCC(=O)NCCNC(C)=O)c(=O)[nH]c2c1	nt	-0.6	0.0	0.2	nt	nt	1.1	nt
